# Screening results: PubChem, National Center for Advancing Translational Sciences (NCATS)
# PI4K2A block – inhibitors of human PI4K2A. Q9BTU6. purified PI4K2A, ADP-Glo luminescence, 1 h; hits give low values. activity change, negative = inhibition, % at 76.9 µM. actives 0.13% (n = 420,000). AID 1346378; in the data active = activity change below about -50%; inconclusive = mostly about -30% to -49%;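 also: -100% = wells without enzyme as full effect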
# Target sequence (Q9BTU6 whole entry, looked up): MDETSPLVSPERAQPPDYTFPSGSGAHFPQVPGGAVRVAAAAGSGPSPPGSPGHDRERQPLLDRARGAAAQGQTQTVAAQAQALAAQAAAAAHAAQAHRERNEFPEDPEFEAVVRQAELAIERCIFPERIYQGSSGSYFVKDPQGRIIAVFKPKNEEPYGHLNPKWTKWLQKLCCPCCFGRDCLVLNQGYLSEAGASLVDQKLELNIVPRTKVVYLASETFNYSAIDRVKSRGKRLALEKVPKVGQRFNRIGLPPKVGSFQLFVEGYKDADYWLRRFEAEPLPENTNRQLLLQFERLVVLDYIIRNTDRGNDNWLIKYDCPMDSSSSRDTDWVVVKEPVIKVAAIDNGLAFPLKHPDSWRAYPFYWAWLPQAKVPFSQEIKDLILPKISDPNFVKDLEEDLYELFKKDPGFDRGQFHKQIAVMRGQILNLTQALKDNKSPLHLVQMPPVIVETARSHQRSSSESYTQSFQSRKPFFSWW
#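 PI4K2A activity was measured by ADP-Glo luminescence: enzyme (4 ug/mL stock) and phosphatidylinositol (1.2 mM stock) in Tris pH 7.5/MgCl2/EGTA/Triton X-100 buffer were reacted with ATP (300 microM stock) for one hour at ambient temperature.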
# USP1-UAF1 inh – blocks the human USP1/UAF1 deubiquitinase complex; recombinant USP1/UAF1, Ub-Rhodamine cleavage fluorescence; Potency, µM (doses to about 57.1 µM), for the others: at the highest dose activity change, negative = inhibition, actives largely listed as inhibitors; actives 0.23% (n = 390,000); AID 743255; also: potency is read from the fitted curve at half-maximal effect; % is scaled to controls: 0 for no effect and ±100 for the full control effect; nearly all actives have a fitted effect of over 60% in size; inactives centre near -12
#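 High-throughput fluorogenic screen: 1nM USP1/UAF1 complex, Ub-Rho substrate 150nM final, 50mM HEPES pH 7.8 with 0.5mM EDTA, 0.1 mg/ml BSA, 1mM TCEP and 0.01% Tween-20.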
# GLS inhibitor – inhibitors of human glutaminase (GLS). O94925. GLS enzymatic activity, qHTS titration. Potency, µM (titrated, usually from 45.5 µM), inactives show at the highest dose activity change, negative = inhibition, usual class: inhibitors. actives 0.21% (n = 410,000). AID 624170; also: potency is read from the fitted curve at half-maximal effect; % is scaled to controls: 0 for no effect and ±100 for the full control effect
#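 Read-out is an Amplex red fluorescence increase coupled through glutamate oxidase and HRP, measured before and after 30 min room-temperature incubation. hKGA is in 45 mM KH2PO4 (pH 8.2) with 0.02% Tween-20; glutamine added as 1mM solution.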
# TrxR1 substrate – is turned over as a substrate by rat TrxR1 | purified TrxR1 substrate turnover, NADPH consumption readout | AID 588456 | Potency, µM (top dose mostly 114 µM), without a hit: top-dose activity change, negative = substrate turnover | actives 0.01% (n = 390,000) | O89049; also: potency is read from the fitted curve at half-maximal effect; % is scaled to controls: 0 for no effect and ±100 for the full control effect; nearly all actives have a fitted effect of over 50% in size
#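 Rat TrxR1, dispensed at 90 nM, was prereduced with 400 uM NADPH (final) for 5 min at ~22 deg C, then incubated with compound 15 min before 400 uM selenite. A first-read NADPH fluorescence drop versus no-compound background flagged substrates.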
# Tb PGK inh – blocks T. brucei phosphoglycerate kinase. Potency, µM (top dose mostly 57.5 µM), for inactives: at the top dose activity change, negative = inhibition, usual class: inhibitors. actives 0.043% (n = 380,000). PGK/GAPDH coupled, Kinase-Glo luminescence, 60 min; also: potency is read from the fitted curve at half-maximal effect; % is scaled to controls: 0 for no effect and ±100 for the full control effect; nearly all actives have a fitted effect of over 60% in size
# Target sequence (P07378 whole entry, looked up): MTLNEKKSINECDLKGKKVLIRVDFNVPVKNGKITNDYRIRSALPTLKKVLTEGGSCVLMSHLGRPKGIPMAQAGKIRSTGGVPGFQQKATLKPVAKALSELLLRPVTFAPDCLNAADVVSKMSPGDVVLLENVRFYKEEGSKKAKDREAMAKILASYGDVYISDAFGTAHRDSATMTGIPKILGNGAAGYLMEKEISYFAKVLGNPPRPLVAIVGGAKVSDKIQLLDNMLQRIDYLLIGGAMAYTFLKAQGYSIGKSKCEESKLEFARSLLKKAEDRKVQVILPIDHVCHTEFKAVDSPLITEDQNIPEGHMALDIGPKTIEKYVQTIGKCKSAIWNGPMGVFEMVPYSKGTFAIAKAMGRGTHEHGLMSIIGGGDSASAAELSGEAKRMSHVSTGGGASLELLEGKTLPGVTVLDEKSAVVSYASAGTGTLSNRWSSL
#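 Recombinant glycosomal PGK reaction used 1,3-bisphosphoglycerate generated in-well by GAPDH (100nM final) in 100mM TEA pH 7.6, 5mM MgCl2, 0.01% Tween-20. After 60 minutes at room temperature, ATP was read by Kinase-Glo Plus luminescence end-point.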
# mIDH1 inhibitor – human IDH1 R132H inhibition | IDH1-R132H enzyme, NADPH consumption, diaphorase/resazurin fluorescence | O75874 | AID 602179 | actives 0.093% (n = 390,000) | Potency, µM (highest dose often 76.6 µM), inactives show at the top dose activity change, negative = inhibition, actives largely listed as inhibitors; also: potency is read from the fitted curve at half-maximal effect; % is scaled to controls: 0 for no effect and ±100 for the full control effect; nearly all actives have a fitted effect of over 65% in size
#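 IDH1-R132H (0.5 ug/mL) preincubated 30 min with compound, then NADPH (0.016 mM) and alpha-KG (2 mM) added; 80 min at RT, pH 7.5. Remaining NADPH coupled via diaphorase/resazurin to fluorescence (540/590 nm); concentration-response curves normalized to no-enzyme control.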
# rTrxR1 inhibitor – rat TrxR1 inhibition | O89049 | recombinant rTrxR1, NADPH fluorescence consumption, selenite substrate | Potency, µM (titrated, usually from 114 µM), for the others: at the top dose activity change, negative = inhibition, most hits filed as inhibitors | actives 1% (n = 390,000); also: potency is read from the fitted curve at half-maximal effect; % is scaled to controls: 0 for no effect and ±100 for the full control effect; nearly all actives have a fitted effect of over 65% in size
#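 Rat TrxR1 (90 nM in the dispensed reagent) was pre-reduced with 400 uM NADPH for 5 min at room temperature, then incubated with compound for 15 min. After 400 uM selenite was added, NADPH fluorescence (Ex 340/Em 450 nm) was followed for 8 min.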
# HP1b binding inh – blocks HP1-beta chromodomain binding to methylated histone tails | Potency, µM (top dose mostly 114 µM), for the others: at the highest dose activity change, negative = inhibition, usual class: inhibitors | P83916 | actives 0.56% (n = 390,000) | AlphaScreen HP1-beta / biotin-H3K9me3 peptide binding; also: potency is read from the fitted curve at half-maximal effect; nearly all actives have a fitted effect of over 70% in size; inactives centre near 23
#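 HP1-beta protein (50 nM final) preincubated 30 min at room temperature with biotinylated H3(1-18)K9me3 peptide (50 nM) in PBS pH 7.4, 0.01% Tween-20, then compound added for 30 min. AlphaScreen streptavidin donor/nickel chelate acceptor beads (10 ug/mL final), 30 min dark, luminescence read.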
# Pin1 inh – blocks the human prolyl isomerase Pin1. Q13526. Pin1 FP peptide displacement, HiFluor488, 10 min. Potency, µM (doses to about 115 µM), for inactives: at the top dose activity, negative = inhibition, actives largely listed as inhibitors. actives 0.009% (n = 390,000); active = well fitted inhibition curve with a large enough effect in the polarisation, with a control signal flat, not every such curve was filed as active; inconclusive = small, poorly fitted or top-dose-only effect, or effect the other way, or a change in a side signal; inactive = no such curve, though single readings can be large or run the other way; the % refers to the polarisation; also: potency is read from the fitted curve at half-maximal effect; % is scaled to controls: 0 for no effect and ±100 for the full control effect
# Target sequence (Q13526 whole entry, looked up): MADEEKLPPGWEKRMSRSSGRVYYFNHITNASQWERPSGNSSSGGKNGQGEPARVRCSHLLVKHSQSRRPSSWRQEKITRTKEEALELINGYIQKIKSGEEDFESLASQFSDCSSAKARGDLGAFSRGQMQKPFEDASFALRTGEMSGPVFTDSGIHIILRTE
# * = called active by the depositor; i = inactive; ? = inconclusive; . = no result given; [ ] = dose if it differs, or a comment. Unless noted, calls follow the shape of the dose curve; as a rule, active = well fitted curve in the direction sought with a large enough effect; inconclusive = small, poorly fitted or top-dose-only effect, or another doubt; inactive = no such curve, though single readings can be large; an effect the other way counts as inactive or inconclusive. Only part of the results is shown; rates above refer to the full screens.
SMILES,PI4K2A block,USP1-UAF1 inh,GLS inhibitor,TrxR1 substrate,Tb PGK inh,mIDH1 inhibitor,rTrxR1 inhibitor,HP1b binding inh,Pin1 inh
Cn1c(=O)[nH]c2cc(-c3noc(-c4ccc(C#N)cc4)n3)ccc21,3,-15%,-1%,3%[57.1 µM],0%,-2%,14%[57.1 µM],13%[57 µM],-12%
COc1cccc(CNC(=O)Cn2ncn3cccc3c2=O)c1OC,-1,-20%,-3%,10%[57.1 µM],-10%,11%,16%[57.1 µM],27%,-6%
Cc1ccc(C(C(=O)NC2CCCCC2)N2CCC3(CC2)OCCO3)cc1 (centres undefined),-5,-1%,7%,0%[57.1 µM],-1%,7%,30%[57.1 µM],8%,-1%
O=[N+]([O-])c1ccc(-c2c(-c3ccccc3)ncc3ccc(F)cc23)cc1,0,?,-2%,-4%,-10%,13%,?,-7%,34%[activator]
Cn1cc(/C=N/n2cnc3sc4c(c3c2=O)CCCC4)c2ccccc21,-2,-12%,-1%,-3%,-5%,4%,-5%,7%,-6%
C[C@@H]1COC(=O)[C@H](CC(=O)OC(C)(C)C)C/C=C\C[C@@H](CC(=O)NCCO)C(=O)N1,2,22%,2%,15%[57.1 µM],0%,-1%,31%[57.1 µM],20%,1%
Cn1c(N/N=C\c2cccc(O)c2)cc(=O)n(C)c1=O,7,-15%,5%,-9%,2%,4%,-1%[57.1 µM],15%,-1%
O=C(NC(Cc1c[nH]c2ccccc12)C(=O)OCC(=O)c1cccc2ccccc12)c1cccs1 (centres undefined),-2,?,-5%,-9%,-2%,1%,-14%,13%,?
CC(C)=CCC/C(C)=C/CNC(=O)C[C@H]1C[C@H](C(=O)N2CCCCC2)[C@@]2(C)c3[nH]c4ccc(Cl)cc4c3CCN2C1=O,2,-25%,-6%,1%,i,5%,9%,27%,2%
CCn1c2ccccc2c2cc(NC(=O)COc3cccc(C)c3)ccc21,5,?,1%,2%,-3%,3%,7%,41%[activator],10%
CCOc1ccc(-c2cc(CCCC(=O)NCCc3ccc(Cl)cc3)no2)cc1,5,?,-5%,4%,0%,5%,12%,37%[activator],-10%
CCc1c(Nc2ccccc2C)nc(N)[nH]c1=O,0,?,2%,9%[57.1 µM],-1%,0%,5%[2.29 µM],6%[57 µM],-8%
CCC(C)(C)n1nnnc1C(c1ccc2ncccc2c1)N1CCN(Cc2ccc3c(c2)OCO3)CC1 (centres undefined),-5,?,?,3%,-10%,-1%,8%,-16%,-1%
Cc1ccc(N(CC(=O)NCc2cccnc2)S(C)(=O)=O)cc1C,2,-1%,2%,11%[57.1 µM],-1%,2%,5%[57.1 µM],38%,-7%
COc1cccc(C2NC(=O)NC(C)=C2C(=O)OCC2CCCCC2)c1 (centres undefined),-2,-16%,-1%,6%,-4%,-4%,27%,30%,2%
O=C(CN(Cc1ccccc1)S(=O)(=O)c1ccccc1)N1CCOCC1,11,-20%,.,-6%,-6%,1%,-15%,51%[activator],-6%
O=C(c1cccc(Oc2ccc([N+](=O)[O-])cc2Cl)c1)N1CCOCC1,0,-7%,1%,-15%,i,8%,-13%,-5%,-8%
CC1=CN2C(=N)/C(=C/c3ccc([N+](=O)[O-])o3)C(=O)N=C2S1,-19,?,-7%,-16%,-17%,-4%,2.5µM*,?,?
Nc1nc(CSC(=S)N2CCN(c3ccccc3)CC2)nc(Nc2ccc(F)cc2)n1,-1,-18%,-7%,0%[57.1 µM],i,1%,-25%[57.1 µM],?,11%
Cc1ccccc1Cn1ccc(NC(=O)c2nc3ncccn3n2)n1,6,-13%,-14%,-5%,-13%,11%,20%[57.1 µM],36%,-5%
COc1cccc(OC)c1-c1nn(-c2ncc(C(F)(F)F)cc2Cl)c(=O)o1,5,-17%,-4%,1%,-11%,0%,18%,39%,-5%
O=C(Nc1ccc(Cl)c(S(=O)(=O)N2CCOCC2)c1)c1cc(=O)[nH]c2ccccc12,1,-10%,4%,0%,5%,-3%,10%,28%,-1%
Cc1ccc(OCC(=O)Nc2ccc3c(c2)nc(CCN2CCCCC2)n3C)cc1,-4,-26%,16%,6%,0%,3%,5%,27%,?
CC(C)(C)C(=O)Nc1ccccc1C(=O)NCc1cccnc1,3,-13%,3%,1%,i,1%,24%,38%,-5%
COc1ccc(C(=O)OCC(=O)Nc2ccc(Cl)c(C(F)(F)F)c2)c(OC)c1OC,1,-25%,-3%,-10%,0%,2%,-7%,56%[activator],-6%
Cc1ccc(NC(=O)Nc2ccc3c(c2)C(=O)OC3)cc1Cl,-1,-23%,-1%,-6%,-5%,-2%,6%,53%[activator],4%
CCc1ccc(-c2nc(SCC(=O)NC3CCCC3)n[nH]2)cc1,-3,-13%,1%,-1%,i,2%,13%,33%,-2%
CCOC(=O)c1c(NC(=O)COC(=O)CCS(=O)(=O)c2ccc(C)cc2)sc(C)c1C,-4,-8%,5%,-13%,-1%,1%,-13%,12%,26%
Cc1ccc(S(=O)(=O)N(C)C)cc1NC(=O)COC(=O)c1cccs1,3,-20%,1%,.,8%,1%,.,.,.
O=C(Cc1ccc(F)cc1)NCC1CCCO1 (centres undefined),-3,-9%,5%,4%,0%,0%,16%,28%,3%
C=CCOc1nc2sc(C)c(C)c2c(=O)n1-c1ccccc1,3,-16%,-5%,1%,-10%,16%,1%,38%,-2%
CCS(=O)(=O)c1ccc(S(=O)(=O)CC)s1,0,-23%,-8%,-5%[57.1 µM],-2%,2%,19%[57.1 µM],27%,-8%
CCc1ccc2nc(SCC(=O)Nc3nnc(C)s3)c(C)cc2c1,-5,-5%,1%,-1%,0%,-2%,12%,24%,-1%
COc1cc(S(=O)(=O)NCCN2CCOCC2)c(OC)cc1Cl,-1,-14%,3%,3%,-2%,8%,-3%,30%,-1%
CC(C)Cn1c(=S)[nH]c2cc(C(=O)O)ccc2c1=O,5,-13%,-4%,-6%,-1%,-1%,-13%,33%,0%
COC(CNC(=O)C1CCN(S(=O)(=O)c2ccc3nc4c(c(C(=O)O)c3c2)CC(C)CC4)CC1)OC (centres undefined),2,-21%,-10%,-2%,-11%,12%,?,10%,?
CCCN(Cc1nnc(-c2cccs2)o1)C(=O)c1cccc(S(=O)(=O)N2CCOCC2)c1,2,-10%,2%,-9%,-7%,8%,-4%,28%,1%
CCC(=O)Nc1sc(C(=O)N2CCCCC2)c(C)c1C#N,-2,-14%,0%,-8%,-4%[11.5 µM],0%,10%,10%,4%
CCOCc1nnc(NC(=O)COC)s1,0,-15%,5%,-2%,i,0%,6%,-12%,-15%
Cc1ccccc1/C=N/Nc1nc2ccccc2c(=O)n1O,-2,-16%,10%,0%,0%,-5%,6%,-14%,8%
N#C/C(=C\c1c(N2CCCCCC2)nc2ccccn2c1=O)C(=O)NCc1ccco1,4,-25%,4%,3%[57.1 µM],-1%,-12%,10%[57.1 µM],-11%,-5%
Cc1cccc(CSCCNC(=O)CCSc2ccccc2)c1,-4,-5%,0%,-7%[57.1 µM],-3%,1%,25%[57.1 µM],56%[activator],-13%
O=C(N1CCN(Cc2ccc3c(c2)OCO3)CC1)C(Cl)(Cl)Cl,1,-21%,0%,3%[57.1 µM],-6%,20%,-10%[57.1 µM],32%,0%
COc1ccc(NC(=O)CSc2ccc3c(c2)OCCO3)cc1S(N)(=O)=O,3,4%,-17%,-7%,i,-2%,7%,0%,1%
CSc1ccccc1OCc1cc(C(=O)N(C)C2CCCc3ccccc32)no1 (centres undefined),1,-17%,-3%,-4%,-2%,5%,2%,14%[57 µM],10%
Fc1ccc(Cn2nnnc2C(c2cccs2)N2CCCCCC2)cc1 (centres undefined),-3,-7%,37%[activator],4%,3%,5%,5%,49%[activator],12%
Cc1ccc(S(=O)(=O)N/N=C\c2ccc([N+](=O)[O-])o2)cc1,6,-1%,7%,-2%[57.1 µM],-2%,-1%,?,4%,-1%
N#C/C(=C\c1ccc(C(=O)O)cc1)S(=O)(=O)c1cc(Br)ccc1Br,-6,-15%,-6%,1%[57.1 µM],-5%,0%,78%[activator][57.1 µM],-8%,-1%
O=C(NCC(=O)N(Cc1cccs1)C(C(=O)NC1CCCCC1)c1ccncc1)c1ccco1 (centres undefined),12,-22%,-2%,4%,-6%,3%,?,-12%,2%
CC(=O)N1c2ccc(S(=O)(=O)N3c4ccccc4CC3C)cc2CC1C (centres undefined),3,-14%,-2%,-8%,-6%,-6%,7%,40%[activator],5%
CC(=NNc1ccc([N+](=O)[O-])cn1)c1ccc(N)cc1,1,3%,15%,?,-5%,2%,?,?,3%
CCN1C(=O)[C@H]2[C@@H](c3ccc(-c4cccc(Cl)c4)c(OC)c3)N[C@@](Cc3ccccc3)(C(=O)OC)[C@H]2C1=O,-5,?,-3%,6%,-10%,13%,-7%,45%[activator],25%
COc1ccc(CNC(=O)COC(=O)c2cc3ccccc3cc2O)cc1OC,-1,-2%,4%,-7%,-2%,9%,?,34%[activator],15%
